Tau fibril ThT: qHTS for Inhibitors of Tau Fibril Formation, Thioflavin T Binding; Microtubule-associated protein tau (Homo sapiens), P10636; recombinant tau K18 P301L, heparin-induced fibrillization, ThT fluorescence; Potency, µM (titrated, usually from 57.4 µM), for inactives: at the highest dose activity, negative = inhibition, actives largely listed as inhibitors; hit rate 2.1% among 270,000; AID 1460, 2008; further: on the % scale 0 is the no-effect control and ±100 the full control effect; nearly all actives have a fitted effect of over 55% in size
Target sequence (P10636 561-689 P618L limits assumed): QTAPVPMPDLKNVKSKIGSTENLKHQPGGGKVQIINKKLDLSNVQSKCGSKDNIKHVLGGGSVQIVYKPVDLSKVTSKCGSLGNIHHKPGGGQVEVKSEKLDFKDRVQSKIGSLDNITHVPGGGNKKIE
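Heparin-induced (20 uM) aggregation of recombinant human K18 P301L tau, 15 uM unlabeled with 0.24 uM labeled, pH 7 acetate buffer, 6 hr at 37 C with compound. Fibrils quantified by 30 uM ThT fluorescence after 1 hr ambient incubation.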
Tau fibril FP: qHTS for Inhibitors of Tau Fibril Formation, Fluorescence Polarization. Microtubule-associated protein tau (Homo sapiens), P10636. K18 P301L tau heparin fibrillization, Alexa594 FP, 6 h. Potency, µM (top dose mostly 57.7 µM), inactives show at the top dose activity, negative = inhibition, usual class: inhibitors. hit rate 0.39% among 280,000. AID 1468, 2008; further: on the % scale 0 is the no-effect control and ±100 the full control effect; nearly all actives have a fitted effect of over 55% in size
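Steps: dispense K18 P301L tau (15 uM plus 0.24 uM Alexa 594 tracer, final) in pH 7 sodium acetate; add compound; add heparin (20 uM final); incubate 6 hr, 37 C; add ThT (30 uM final); after 1 hr ambient, read FP.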
HTT ATP protect: qHTS Multiplex Assay to Identify Dual Action Probes in a Cell Model of Huntington: Cytoprotection (ATP). hit rate 0.14% among 230,000. PC12 HTT-Q103 induced, cytoprotection, ATP luminescence, 40 h. Potency, µM (titrated, usually from 56.4 µM), inactives show cytoprotection (ATP increase), hits mostly activators. AID 1471, 2008;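 further: % of control where 0% means no effect; nearly all actives have a fitted effect of over 45% in size; toxic huntingtin expression switched on by the ecdysone agonist tebufenozide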
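Rat PC12, Q103 Htt exon1-GFP fusion, ecdysone promoter; tebufenozide inducer 100 nM final; compound titration; qHTS, 1500 cells/well; ATPlite luminescent read.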
GAA inhib: qHTS Assay for Inhibitors of Human alpha-Glucosidase as a Potential Chaperone Treatment of Pompe Disease | Lysosomal alpha-glucosidase (Homo sapiens), P10253 | purified human GAA, 4-MU-alpha-glucoside fluorescence | Potency, µM (highest dose often 76.9 µM), without a hit: at the highest dose activity change, negative = inhibition, usual class: inhibitors | hit rate 0.005% among 200,000;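 further: plate controls were uninhibited enzyme wells for no effect and no-enzyme background for full effect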
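Activity normalized between no-enzyme (basal) and enzyme-only wells. Conditions: 4 nM human enzyme, 400 uM fluorogenic substrate, citrate/phosphate pH 5.0 with Tween-20, 20 min room temperature, compounds up to 77 uM.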
aGal spleen mod: qHTS Assay for Inhibitors and Activators of Human alpha-Galactosidase From Spleen Homogenate | Potency, µM (highest dose often 80 µM), inactives show top-dose activity change, negative = inhibition, most hits filed as inhibitors | Alpha-galactosidase A (Homo sapiens), P06280 | hit rate 0.008% among 240,000 | AID 2107, 2009 | human spleen homogenate, 4MU-alpha-Gal fluorescence, 40 min;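 further: 0% = enzyme with vehicle and -100% = no enzyme basal signal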
Target sequence (P06280 32-429 limits assumed): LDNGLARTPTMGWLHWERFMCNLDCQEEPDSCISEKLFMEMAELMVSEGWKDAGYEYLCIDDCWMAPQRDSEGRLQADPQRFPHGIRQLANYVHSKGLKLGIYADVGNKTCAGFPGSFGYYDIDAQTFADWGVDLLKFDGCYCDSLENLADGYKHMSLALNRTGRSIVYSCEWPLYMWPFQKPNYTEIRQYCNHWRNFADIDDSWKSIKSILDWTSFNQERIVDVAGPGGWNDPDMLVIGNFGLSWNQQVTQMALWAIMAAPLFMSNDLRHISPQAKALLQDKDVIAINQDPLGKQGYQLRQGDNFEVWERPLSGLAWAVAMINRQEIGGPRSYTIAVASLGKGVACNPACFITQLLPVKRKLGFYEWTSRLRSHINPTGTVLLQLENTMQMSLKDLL
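Spleen homogenate 1 ug + cpd (titration) + 4-MU-alpha-D-galactopyranoside 1 mM; 37C 40 min; 50 mM citrate/phosphate pH 5.0, 0.01% Tween-20; stop pH 10; fluorescence 365/440; AC50 via Hill.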
GAA glycogen mod: qHTS Assay for Inhibitors and Activators of Human alpha-Glucosidase Cleavage of Glycogen. Potency, µM (titrated, usually from 76.4 µM), inactives show at the highest dose activity change, negative = inhibition, most hits filed as inhibitors. Lysosomal alpha-glucosidase (Homo sapiens), P10253. recombinant GAA, glycogen substrate, Amplex Red glucose oxidase fluorescence. hit rate 0.38% among 300,000;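 further: 0% = full enzyme reaction and -100% = no-enzyme basal signal; the screen sought inhibitors and activators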
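Recombinant human alpha-glucosidase (4 nM final) hydrolysed bovine liver glycogen (30 ug) for 40 min at 37 C in pH 5.0 citrate/phosphate with 0.01% Tween-20. Released glucose detected by glucose oxidase/Amplex Red, Ex 573/Em 610 nm. Compounds up to 77 uM; AC50 from Hill fits.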
GAA spleen mod: qHTS Assay for Inhibitors and Activators of Human alpha-Glucosidase From Spleen Homogenate | Lysosomal alpha-glucosidase (Homo sapiens), P10253 | human spleen homogenate, 4-MU-alpha-glucoside fluorescence | Potency, µM (titrated, usually from 79.9 µM), without a hit: top-dose activity change, negative = inhibition, most hits filed as inhibitors | hit rate 0.006% among 240,000 | AID 2112, 2009;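 further: 0% = enzyme with vehicle and -100% = no enzyme basal signal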
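Human spleen homogenate (1 ug) with 4-methylumbelliferyl-alpha-D-glucopyranoside (1 mM final) in 50 mM citrate/phosphate pH 5.0, 0.01% Tween-20; 40 min at 37 C. Stopped at pH 10; 4-MU fluorescence Ex 365/Em 440 nm; AC50 by Hill fit.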
Tau fluor counter: Counterscreen qHTS for Inhibitors of Tau Fibril Formation, Fluorescence Polarization | Potency, µM (doses to about 57.7 µM), for the others: at the top dose activity change, negative = decrease | tau K18 P301L (four-repeat tau fragment) Alexa594 fluorescence, heparin fibrillization | hit rate 0.93% among 280,000 | AID 1463, 2008; further: on the % scale 0 is the no-effect control and ±100 the full control effect; nearly all actives have a fitted effect of over 55% in size
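Human K18 P301L tau (15 uM unlabeled plus 0.24 uM Alexa 594-labeled, final) in 100 mM sodium acetate pH 7 was mixed with compound and 20 uM heparin and incubated 6 hr at 37 C.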
An asterisk follows results filed as active; ? = inconclusive; · = not tested or not shown; & = joins results of further samples; [ ] = remark or other dose. The call rests on the fitted dose curve; in most records, active means well fitted curve in the direction sought with a large enough effect; inconclusive means small, poorly fitted or top-dose-only effect, or another doubt; inactive means no such curve, though single readings can be large; an effect the other way counts as inactive or inconclusive. Potency means the concentration at half of the fitted maximal effect.

Screens in order – Tau fibril ThT | Tau fibril FP | HTT ATP protect | GAA inhib | aGal spleen mod | GAA glycogen mod | GAA spleen mod | Tau fluor counter
O=C(Nc1cccc(F)c1)c1ccc(-c2ccccc2)s1
 : 6.4% | ? | · | · | · | 14.7%[76.3 µM] | · | -18.8%
CCC(=Nc1ccccc1OC)C1=C(O)CC(c2ccccc2)CC1=O (stereo unspecified)
 : -0.3% | 4.1% | -38.7%[inhibitor] | 2.4% | -3.3% | -1.0% | 1.2% | -10.4%
Cc1ccc(OCCCN2CCOCC2)c([N+](=O)[O-])c1
 : -10.8% | 4.7% | · | -3.6% | 4.3% | 3.0% | 1.0% | -17.9%
O=C(C(=O)N1CCCc2ccccc21)c1c[nH]c2ccccc12
 : -12.7% | -2.1% | 8.5% | -8.4% | -5.0% | -0.3% | -4.9% | -22.3%
CCOc1ccc(NC(=O)C2CC(=O)NC(=Nc3ccc(Cl)c(Cl)c3)S2)cc1 (stereo unspecified)
 : 7.4% | ? | · | · | · | 4.0%[76.3 µM] | · | -8.5%
Cc1cccc(OCCCSc2nc3ccccc3[nH]2)c1
 : -4.9% | -4.3% | 29.6% | -2.3% | 1.3% | -10.3% | -1.0% | -4.2%
O=C(Nc1nc(-c2ccccc2)cs1)c1ccc(N2CCOCC2)c([N+](=O)[O-])c1
 : 8.91µM* | 5.1% | 34.5%[10 µM] | -9.9% | 5.9% | -7.2% | 1.8% | ?
Cc1cc(Cl)nc(-c2ccccc2O)n1
 : -9.7% | -10.2% | 0.8%[10 µM] | · | 3.2% | -0.8% | 1.1% | -7.6%
Cc1cccc(Nc2nc(NCCCN3CCOCC3)nc(N)c2[N+](=O)[O-])c1
 : -6.5% | -1.2% | · | -2.8% | 1.7% | 5.5% | -1.7% | -12.8%
COc1cccc(OC)c1C(=O)Nn1c(-c2cccc(C)c2)nc2ccccc2c1=O
 : -5.9% | -0.9% | -20.1% | -7.6% | -0.8% | 6.2% | · | -2.8%
COc1ccc(-c2nnc(SC(C)C(=O)Nc3nccs3)n2-c2ccccc2)cc1OC (stereo unspecified)
 : 2.0% | 3.5% | -11.5% | -2.4% | 22.0% | 0.7% | -1.1% | 0.8%
Cc1ccc(C2OC34CCCCCC3C(C#N)(C(=N)O4)C2(C#N)C#N)cc1 (stereo unspecified)
 : -17.5% | 1.8% | -3.9%[10 µM] | ? | 9.8% | 2.1% | -3.0% | -14.0%
Cc1ccc(C)c(C(=O)COC(=O)CCCC(=O)Nc2cc(C(F)(F)F)ccc2Cl)c1
 : ? | -7.7%&0.5% | -3.3%[10 µM] | -4.9% | -2.9% | -20.8%[76.3 µM] | -2.5% | -23.1%&-19.5%
CC(=O)c1ccc(OCC(O)CN2CCCC(C)C2)cc1 (stereo unspecified)
 : -1.4% | -1.9% | -14.2% | -4.1%[15.4 µM] | -3.5% | 11.0% | -5.5% | -1.9%
CCOC(=O)C1CCCN(C(=O)CC(C)c2ccccc2)C1 (stereo unspecified)
 : 5.5% | 9.5% | 3.7% | -4.3% | 6.3% | -0.6% | -0.6% | 5.3%

Complete entries, looked up by structure:
Profile of Cc1cccc(Nc2nc(NCCCN3CCOCC3)nc(N)c2[N+](=O)[O-])c1 → Tau fibril ThT = -6.5%; Tau fibril FP = -1.2%; HTT ATP protect = ·; GAA inhib = -2.8%; aGal spleen mod = 1.7%; GAA glycogen mod = 5.5%; GAA spleen mod = -1.7%; Tau fluor counter = -12.8%
Profile of COc1cccc(OC)c1C(=O)Nn1c(-c2cccc(C)c2)nc2ccccc2c1=O → Tau fibril ThT = -5.9%; Tau fibril FP = -0.9%; HTT ATP protect = -20.1%; GAA inhib = -7.6%; aGal spleen mod = -0.8%; GAA glycogen mod = 6.2%; GAA spleen mod = ·; Tau fluor counter = -2.8%

(further entries)
Screens in order – Tau fibril ThT | Tau fibril FP | HTT ATP protect | GAA inhib | aGal spleen mod | GAA glycogen mod | GAA spleen mod | Tau fluor counter
COc1ccc2[nH]c(=O)c(-c3noc(-c4ccc(F)cc4)n3)cc2c1
 : -23.5% | -1.8% | -15.0%[10 µM] | -8.4% | -1.2% | -1.1% | -0.4% | -11.5%
CCOc1ccc(-c2nc(SCC(=O)Nc3ccc4c(c3)OCO4)c(-c3ccc(F)cc3)[nH]2)cc1
 : ? | 1.7% | · | · | · | -0.9%[76.3 µM] | · | ?
Cc1noc(NS(=O)(=O)c2ccc(NC(=O)COc3ccccc3)cc2)c1C
 : 2.4% | 0.8% | 11.0% | 0.3% | -3.3% | -4.1% | -0.3% | 0.7%
CCOC(=O)C(NC(C)=O)C(=O)Nc1c(C)cccc1C (stereo unspecified)
 : -4.1% | -0.1% | -17.5% | 5.2% | -8.1% | 20.4% | -4.3% | -2.1%
O=C(O)c1cc(-c2ccc(C(F)(F)F)cc2)nc2n[nH]c(-c3ccccc3)c12
 : ? | -7.9% | · | · | · | 0.7%[76.3 µM] | · | ?
CCOC(=O)C1=C(O)c2ccccc2C(=O)/C1=C\c1ccc(CC)cc1
 : 14.1µM* | 20µM* | -25.8%[10 µM] | 1.2% | 4.9% | -28.8% | -1.3% | ?
O=C(NNC(=S)NC1CCCCC1)c1ccccc1O
 : 2.3% | 2.6% | -81.6%[inhibitor] | -14.2% | 4.2% | -1.2% | 0.5% | -2.6%
O=C(c1c(F)cccc1F)N1CCN(c2cccc(C(F)(F)F)c2)CC1
 : -13.1% | 1.2% | -16.9% | -11.4% | -0.9% | -11.7% | -6.9% | -10.5%
C/C(=N/NC(=O)CC1N=C(Cc2ccccc2)NNC1=O)c1cccnc1 (stereo unspecified)
 : 5.1% | 3.5% | -2.1%[10 µM] | 4.8% | 2.8% | 3.6% | 0.7% | 10.1%
O=C(Oc1ccccc1)c1cccnc1Oc1ccccc1
 : -7.5% | -10.4% | -7.9%[10 µM] | 7.0% | -2.6% | 3.2% | 1.7% | -17.0%
Cc1nn(-c2ccccc2)c(-c2ccccc2)c1C(=O)O
 : 1.1% | -4.9% | -8.5%[10 µM] | 11.6% | 0.5% | -0.8% | -16.5% | -3.4%
Nc1nc(-c2ccc(Cl)cc2Cl)cn1N
 : -19.8% | -2.8% | 8.3%[0.074 µM] | -5.5% | 3.7% | -10.4% | 2.2% | -7.9%
COC(=O)c1ccc(S(=O)(=O)N2CCCN(Cc3ccccc3)CC2)n1C
 : · | -2.1% | 10.0%[10 µM] | · | 10.9% | -2.5% | -0.1% | -7.0%
O=C(Nc1cccc(Cl)c1)N(CCN1CCOCC1)Cc1cccc(Cl)c1
 : 7.3% | 7.4% | 0.5%[10 µM] | ? | 0.5% | ? | 1.1% | 5.3%
NS(=O)(=O)c1ccc(CCNC(=O)C2CCCN2C(=O)OCc2ccccc2)cc1 (stereo unspecified)
 : -2.7% | ? | -13.6% | -4.1%[15.4 µM] | -7.2% | 10.3% | -16.5% | -8.0%
CC(=O)c1cc(-c2ccc(F)cc2)n(CCC(=O)Nc2cc(C)[nH]n2)c1C
 : -2.3% | -1.8% | 43.8%[10 µM] | 4.3% | -0.4% | -1.6% | -2.9% | -2.7%
N#CC1=C(N)NC(SCC(=O)Nc2ccccc2)=C(C#N)C12CCCCC2
 : -6.1% | -2.7% | -5.4%[10 µM] | -2.8% | -5.3% | -26.2% | -3.5% | -29.9%
CC(=O)C(Cc1ccc(Cl)nc1)(Cc1ccc(Cl)nc1)C(C)=O
 : -0.6% | 0.2% | 36.5%[10 µM] | -0.1% | -0.4% | -10.6% | 3.6% | -4.0%
CC(=O)Nc1ccc(C(=O)NN2C(=O)c3ccccc3C2=O)cc1
 : -5.1% | -5.1% | 2.7% | -7.4% | -4.2% | -4.3% | 2.5% | -3.3%
O=C1NCCCc2c1oc1cc(Br)c(O)c(Br)c21
 : ? | 4.7% | -21.7% | ? | 0.7% | -16.8% | -7.5% | 1.9%
Cc1noc(C(=O)N2CC3(C)CC2CC(C)(C)C3)c1Cl (stereo unspecified)
 : -3.7% | -8.0% | -26.1% | -2.0%[15.4 µM] | -7.3% | 7.3% | -18.5% | -3.4%
Nc1c2c(nc3ccccc13)CCC2
 : -4.0% | -2.7% | 5.9%[10 µM] | 3.7% | -0.8% | -1.2% | 0.8% | 1.8%
Cc1nc2cc(-c3ccccc3)sc2c(=O)n1N
 : -13.4% | -7.6% | -241.3%[inhibitor] | 6.8% | -4.5% | 1.8% | -3.4% | -7.0%
CCOc1ccc(OCC)c(NC(=O)C2CCCN2S(=O)(=O)c2cccc3cccnc23)c1 (stereo unspecified)
 : -16.8% | 10.4% | -27.8% | -0.6% | 1.2% | -19.6% | 5.7% | ?
COc1ccccc1CNC(=O)CCCn1c(=O)c2ccccc2n(Cc2ccc(C)cc2)c1=O
 : 0.5% | -6.4% | · | · | · | 14.2%[76.3 µM] | · | -5.6%
O=C(NC(=S)Nc1ccc(-c2ccc(CO)o2)cc1)c1cccs1
 : ? | 0.1% | 18.3% | 3.1% | 0.2% | -5.5% | 0.2% | -18.9%
COc1ccc(C(=O)NC2CCN(C(=S)Nc3cc(C)cc(C)c3)CC2)cc1
 : -4.3% | -6.2% | 44.2%[10 µM] | 2.3% | -10.8% | 7.2% | -14.4% | -1.3%
COC(=O)c1ccccc1NC(=O)n1cc(C)cn1
 : 0.3% | -3.4% | 4.4% | 3.0% | -4.1% | 4.1% | -3.4% | -1.8%
CCC(Oc1ccccc1)C(=O)N1CCN(c2ccccn2)CC1 (stereo unspecified)
 : -2.4% | 4.1% | -2.8% | 5.3% | -0.2% | 3.0% | -3.1% | 11.7%

Screening data from PubChem BioAssay.
